# Compound activity (PubChem)
# SKBR3 24h inh – SK-BR-3 proliferation inhibitors, primary screen, cell-based, human, 24 h; 0.47% of 41,000 active; viability, % at 10 µM; SK-BR-3 viability, CellTiter-Glo ATP luminescence; active compounds read low;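 active = viability at or below the median of all test compounds minus 3 SD, in both replicates if run twice, cut at about 45% in these data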;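 note: 100% = median untreated cell wells and 0% = median positive control drug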
# Numbers without * were called inactive.
SMILES | SKBR3 24h inh
O=C(Nc1ccccc1)C1=C(O)CC(c2ccco2)CC1=Nc1ccccc1 (stereo not given) | 87
Cc1ccc(S(=O)(=O)N2CCN(C(=O)N(C)C)CC2)cc1C | 89
C[C@]12C=CC(=O)C=C1CC[C@H]1[C@@H]3C[C@@H](O)[C@](O)(C(=O)CO)[C@@]3(C)C[C@H](O)[C@@]12F | 88
O=C(COc1ccccc1Cl)N(Cc1ccco1)C1CCS(=O)(=O)C1 (stereo not given) | 94
Cc1ccc(C)c(Cn2c(CO)nc3ccccc32)c1 | 101
Cc1cc(C)cc(N2CC(C(=O)O)CC2=O)c1 (stereo not given) | 81
COC(=O)C(Cc1ccccc1)NC(=O)CSc1nc(N)cc(=O)[nH]1 (stereo not given) | 124
COc1ccc(Cn2nnnc2CN2CCOCC2)cc1 | 113
Nc1nnc(SCc2cc3c(cc2Cl)OCO3)s1 | 95
CN(C)CCOC(=O)Cc1ccc(Cl)cc1 | 128
Cc1ccc2[nH]c(=O)c(CN(CC3CCCO3)C(=O)c3ccco3)cc2c1 (stereo not given) | 74
Cc1cccc(N2C(N)=C(C#N)C(C#N)(C#N)C2c2ccccc2)c1 (stereo not given) | 85
CC(NC(=O)c1ccc(NS(C)(=O)=O)cc1)c1ccccc1 (stereo not given) | 82
c1cnn(-c2nc(N3CCOCC3)nc(N3CCOCC3)n2)c1 | 90
CCc1nnc(NC(=O)C2CCN(c3nc(C)cc(C)n3)CC2)s1 | 81
COc1ccc(N2CC(O)=C(c3nc4ccccc4s3)C2=N)cc1 | 96
O=C(CCSCCC(=O)NCc1ccco1)NCc1ccco1 | 73
COc1ccccc1NC(=O)N1CCN(c2ccccc2F)CC1 | 102
Cc1cc(C)c(C)c(OCC(=O)NCc2nc(-c3ccccc3)no2)c1 | 83
COc1ccc2c(c1)NC1(O)c3ccccc3C(=O)C21O (stereo not given) | 106
COc1ccc(Br)cc1-c1noc(-c2ccncc2)n1 | 80
C[C@H](NC(=O)OC(C)(C)C)c1nnc(SCC(=O)Nc2ccc(Br)cc2)o1 | 91
CCOC(=O)c1c(NC(=O)CSc2nc3c(c(=O)n(C)c(=O)n3C)n2C(C)C)sc(C)c1C | 77
CCCCS(=O)(=O)NC1=NCN(CCOC(=O)c2ccccc2)CN1 | 79
C=CCc1cccc2cc(C(=O)NC(C)(C)C)c(=O)oc12 | 78
Cc1ccc(C(=O)CC2(O)C(=O)N(CN3CCOCC3)c3ccccc32)cc1 (stereo not given) | 85
CCCn1c(N2CCN(CC(=O)c3c[nH]c4ccccc34)CC2)nc2c1c(=O)[nH]c(=O)n2C | 91
Cc1csc(SCC(=O)Nc2nc3ccccc3s2)n1 | 105
CC(=O)Nc1ccc(Nc2nc(C)nc3c2oc2ccccc23)cc1 | 95
COC(=O)c1cc(-c2c(C)nn(-c3ccccc3)c2C)n[nH]1 | 73

# Next section:
SMILES | SKBR3 24h inh
Cc1ccc(NC(=O)c2ccco2)c(NC(=O)c2cccs2)c1 | 97
CCOc1cccc(-c2nn3c(-c4ccco4)nnc3s2)c1 | 85
CCOC(=O)c1csc(NC(=O)c2ccc(S(=O)(=O)N(C)C)cc2)n1 | 95
CCCSc1nc2c(c(=O)[nH]c(=O)n2C)n1Cc1ccc(C)cc1 | 101
O=C1CC(N2CCN(Cc3ccc4c(c3)OCO4)CC2)C(=O)N1c1ccccc1 (stereo not given) | 107
CS(=O)(=O)N(CC(=O)N1CCOCC1)Cc1ccccc1 | 113
COc1ccc(C(=O)NCCSCc2ccco2)cc1OC | 92
COCCNC(=O)c1c(N)n(CCC2=CCCCC2)c2nc3ccccc3nc12 | 85
O=C(NC1CCCCC1)N1CCC(n2cnc3ccccc32)CC1 | 97
Cc1cccc2cc(CN(Cc3cccs3)C3(c4nnnn4C4CCCC4)CCCC3)c(=O)[nH]c12 | 87
O=C1[C@@H]2[C@H](Cc3ccc(O)cc3)N[C@]3(C(=O)Nc4ccccc43)[C@@H]2C(=O)N1c1ccc(F)cc1 | 96
CCOC(=O)Cc1csc(NC(=O)c2csc(C)c2)n1 | 87
O=P(O)(CCc1ccccc1)CN1CCCCC1 | 97
C/C(=C\C(=O)c1ccc(F)cc1)Nc1ccc(N2CCOCC2)cc1 | 81
O=C(NCC1CCCO1)C1CCCN1C(=O)NC1CCCCC1 (stereo not given) | 97
COc1ccc(Cl)cc1-c1nc(-c2ccc(NC(=O)c3ccncc3)cc2)no1 | 108
COc1ccc(Nc2ncnc3c2oc2ccccc23)cc1 | 93
COc1ccc(N(C)S(=O)(=O)c2c(C)[nH]c(=O)[nH]c2=O)cc1 | 82
O=C(OCc1c(F)cccc1Cl)c1cnccn1 | 85
Cc1cc(C(=O)CSc2nc3ccccc3c(=O)[nH]2)c(C)n1C | 88
O=C(c1ccc2c3c(cccc13)C(=O)N(O)C2=O)N1CCCCC1 | 102
COC(=O)c1c(C)oc(C)c(C(=O)OC)c1=O | 95
CC1CC(N(C(=O)C2CC2)c2ccccc2)c2ccccc2N1C(=O)C1CC1 (stereo not given) | 80
CCCc1nnc(NC(=O)CC(=O)OCC)s1 | 104
Cc1csc2nnc(N)n12 | 91
COc1ccc(-c2cc(NCc3ccccn3)n3ncnc3n2)cc1 | 87
CC(C)Cc1nc2oc3c(N4CCN(C)CC4)ncnc3c2c2c1CCCC2 | 88
COc1ccc(OC)c(-n2c(-c3cccc(O)c3)n[nH]c2=S)c1 | 97
CN(c1ccc(C(=O)N2CCc3ccccc3C2)cc1)S(C)(=O)=O | 99
COc1ccc2sc(C)nc2c1NC(C)=O | 97

# Remaining list, next part
SMILES | SKBR3 24h inh
CC(=O)/C(C[N+]1(C)CCCCC1)=N\O | 98
COCCN1Cc2cccc(C(=O)Nc3c(C)cc(C)cc3C)c2C1=O | 77
CN(C)S(=O)(=O)c1ccc2c(c1)C(CC(=O)O)NC2=O (stereo not given) | 84
O=C(c1cn(-c2ccccc2)nc1-c1ccccc1)N1CCOCC1 | 97
Cc1noc(C)c1S(=O)(=O)N1CCCC(C(=O)NCCC2=CCCCC2)C1 (stereo not given) | 70
CCn1c(SCC(=O)Nc2cc(F)ccc2C)nnc1-c1ccccc1O | 87
COc1cccc(NC(=O)CSc2nc3n[nH]c(C)c3c(=N)n2-c2cccc(OC)c2)c1 | 66
COc1ccc2c(c1)N(C(=O)CSc1n[nH]c(C)n1)C(C)(C)C=C2C | 101
COc1ccccc1NC(=O)C(C)NS(=O)(=O)c1ccccc1 (stereo not given) | 94
CCc1cccc(NC(=O)Nc2cccs2)c1 | 84
O=C(c1cccnc1)N1CCC(c2nc3ccccc3[nH]2)CC1 | 84
COc1ccc(CNc2ccc(-c3ccc(OC)cc3)nn2)cc1 | 101
COc1cccc(CNC(=O)CCNS(=O)(=O)c2cccs2)c1 | 93
CCOC(=O)C1=C(C)N=C2SC(C)C(=O)N2C1c1ccc(OC(C)=O)c(OC)c1 (stereo not given) | 90
O=c1/c(=C/c2cccc3ccccc23)sc2ncnn12 | 105
CN(C(=O)C(Cl)Cl)c1ccc(OC(=O)c2ccco2)cc1 | 91
O=C(c1cccs1)N(Cc1nc2sc3c(c2c(=O)[nH]1)CCCC3)C1CCCC1 | 139
COc1ccc(C2(C(=O)NC(C)C)CCCC2)cc1OC | 102
O=c1c2ccccc2c(C=NCCO)c(O)n1-c1ccccc1 | 92
O=C1NC(=O)C(c2ccccc2)(c2ccccc2)N1 | 91
O=C(O)COCc1nc2ccccc2[nH]1 | 94
Cc1nc2nc(-c3ccccc3)[nH]n2c(=O)c1Cc1ccccc1 | 80
COc1ccccc1NC(=O)CN(C)S(=O)(=O)c1ccc(F)cc1 | 103
COc1ccc(C(=O)CSc2nnc(-c3ccc(C)cc3)o2)cc1 | 91
C=CCNc1nc(-c2ccc(O)c(C(N)=O)c2)cs1 | 83
Cc1ccc2[nH]c(=O)c(CN(CCCN3CCOCC3)C(=O)Nc3cccc(Cl)c3)cc2c1 | 76
Cc1c(OCc2nn[nH]n2)ccc2c3c(c(=O)oc12)CCCC3 | 89
O=C(COC(=O)CCc1c[nH]c(=O)[nH]1)Nc1cccc(Cl)c1 | 97
O=C(c1ccccc1Oc1nnnn1-c1ccccc1)N1CCOCC1 | 92
CCN(CC)C(=O)CSc1nnc(-c2cccc(OC)c2)o1 | 88

# Next section.
SMILES | SKBR3 24h inh
CC(=O)Nc1nonc1NC(=O)CSc1ccccn1 | 97
Cc1cc(C)cc(N2C(=O)C3C4C=CC(C4)C3C2=O)c1 (stereo not given) | 100
Cc1ccc(S(=O)(=O)N2CCC(C(=O)Nc3nnc(-c4ccco4)s3)CC2)cc1 | 111
Cc1oc(-c2ccc(F)cc2)cc1-c1nn2c(-c3ccoc3C)nnc2s1 | 99
O=C(Nc1ccc2oc(-c3ccccc3Cl)nc2c1)c1ncn[nH]1 | 78
O=C(Nc1ccc(C2CCCCC2)cc1)C1CCCN(c2ncccn2)C1 (stereo not given) | 100
COc1cc(NC(=O)c2ccc(C)cc2)c(OC)cc1NC(=O)CN1CCOCC1 | 66
COC(=O)c1cc(C)sc1NC(=O)CCCC(=O)O | 113
Cc1cc(NC(=O)Cn2nnc3sc4c(c3c2=O)CCCC4)no1 | 83
COc1ccc(NC(=O)c2cnc(C)cn2)cc1-n1cnnn1 | 109
CC(C)Nc1oc(Cc2cccc3ccccc23)nc1C#N | 89
Cc1cc(C(C)(C)C)c(O)c(C)c1CC1=NCCN1 | 102
CCCCc1c(O)nc(SCC(=O)N2CCOCC2)n(-c2ccccc2C)c1=O | 83
COc1ccc(C2C(C#N)=C(N)SC(N)=C2C#N)cc1OC | 107
CCN1C(=O)C2(/C(=C(\O)c3ccc4c(c3)OCCO4)C(=O)C(=O)N2CCCOC)c2ccccc21 (stereo not given) | 100
CCOC(=O)c1cc2c(=O)n3ccccc3nc2n(CCCOC)c1=NC(=O)C(C)(C)C | 112
COCCCNC(=O)c1cc(OC)c(OC)c(OC)c1 | 96
Cc1c(C)c2cc(Cl)c(O)c(CN3CCCC(C)C3)c2oc1=O (stereo not given) | 131
COC(=O)COc1nsnc1N1CCOCC1 | 96
O=C(Nc1nnc(SCc2ccc(F)cc2)s1)c1ccco1 | 94
CN(C)CCNC(=O)Cc1c(C(=O)O)n(C)c2ccccc12 | 84
COc1ccccc1CNC(=O)c1ccc(NS(C)(=O)=O)cc1 | 102
COc1ccc2c(=O)c(N3C(=O)c4ccccc4C3=O)coc2c1 | 92
O=C(COc1ccc(Cl)cc1)Nc1nc(-c2cccs2)cs1 | 79
Cc1nc(NC(=O)CCCC(=O)Nc2nc(C)c(C)s2)sc1C | 104
CC1=C(C(N)=O)C(c2ccccc2)n2nc(-c3ccncc3)nc2N1 (stereo not given) | 87
COc1ccc(N2CCN(C(CNC(=O)C3CCCCC3)c3cccnc3)CC2)cc1 (stereo not given) | 91
O=C(Nc1nc(-c2ccc3c(c2)OCO3)cs1)c1ccncc1 | 89
CCCc1nnc(NC(=O)CCC(=O)N2CCCCC2CC)s1 (stereo not given) | 95
COCCn1c(COc2ccc(C)cc2)nc2ccccc21 | 89

# (continued)
SMILES | SKBR3 24h inh
Cc1ccc(-c2nnc(SCC(=O)O)n2N)cc1 | 104
O=C(Cn1nnc(-c2ccncc2)n1)N(C1CCCCC1)C1CCCCC1 | 97
CC(C)C1Cc2c(C#N)c(N)n(C)c(=S)c2CO1 (stereo not given) | 80
O=C1C(Cl)=C(N2CCOCC2)C(=O)N1c1ccccc1Cl | 72
CCOC(=O)C1CCN(c2ncnc3c2[nH]c2cccc(OC)c23)CC1 | 102
CCOC(=O)CCc1c(C)c2ccc(OCC(=O)OC(C)C)cc2oc1=O | 84
O=C(CSc1nnc(-c2ccccc2)c(-c2ccccc2)n1)N1CCOCC1 | 90
CC(=O)c1ccc(Oc2cc(C)nc(-n3nc(C)cc3C)n2)cc1 | 93
COc1cccc(-n2c(SCC(=O)NC3CCCCC3)nc3n[nH]c(C)c3c2=N)c1 | 69
CCOc1ccc(N(CC(=O)NCCSc2ccccn2)S(C)(=O)=O)cc1 | 99
Cc1ccc(C(c2nnnn2Cc2cccs2)N2CCN(C(=O)c3ccco3)CC2)cc1 (stereo not given) | 83
COC(=O)c1[nH]c2ccc(C)cc2c1NC(=O)CN1CCC(C)CC1 | 112
S=c1[nH]nc(COc2ccc(Cl)cc2)o1 | 99
Cc1cc(=O)[nH]c(SCC(=O)c2ccc(C(C)C)cc2)n1 | 86
CC1=C(SCCC#N)S/C(=C2\SC(C)=C(SCCC#N)S2)S1 | 102
c1ccc(Cn2nnnc2C(c2cccnc2)N2CCN(C3CCCCC3)CC2)cc1 (stereo not given) | 64
Oc1cccc(C(=S)N2CCN(Cc3ccccc3)CC2)c1 | 86
Cc1c(N(C(=O)c2cc(=O)[nH]c3ccccc23)C(C)C)c(=O)n(-c2ccccc2)n1C | 97
CC(=O)c1ccc(NC(=O)CSc2nnc(NC(=O)CN3CCOCC3)s2)cc1 | 106
CCCc1[nH]nc2c1C(c1cn[nH]c1-c1ccc(F)cc1)C(C#N)=C(N)O2 (stereo not given) | 91
CCOC(=O)c1ccc(N2C(=O)CC(C(=O)OC)=C2C)cc1 | 88
COCC(C)N=Cc1c(O)[nH]c2ccccc12 (stereo not given) | 98
O=C1OCCN1CCN(CN1C(=O)CCC1=O)CN1C(=O)CCC1=O | 83
CCOc1ccccc1N1CCN(C(=O)Nc2ccc(F)c(Cl)c2)CC1 | 98
CCOc1ccc(NC(=O)CSc2nnc(C)n2CCCOC)cc1 | 97

# As entered above.
# Entry of `COC(=O)c1[nH]c2ccc(C)cc2c1NC(=O)CN1CCC(C)CC1` in SKBR3 24h inh: 112
# Entry of `CCOC(=O)c1ccc(N2C(=O)CC(C(=O)OC)=C2C)cc1` in SKBR3 24h inh: 88
# Entry of `CCOc1ccc(NC(=O)CSc2nnc(C)n2CCCOC)cc1` in SKBR3 24h inh: 97
# Entry of `CCOc1ccc(N(CC(=O)NCCSc2ccccn2)S(C)(=O)=O)cc1` in SKBR3 24h inh: 99
# Entry of `O=C1C(Cl)=C(N2CCOCC2)C(=O)N1c1ccccc1Cl` in SKBR3 24h inh: 72
# Entry of `CCCc1[nH]nc2c1C(c1cn[nH]c1-c1ccc(F)cc1)C(C#N)=C(N)O2` (stereo not given) in SKBR3 24h inh: 91
# Entry of `CCOC(=O)CCc1c(C)c2ccc(OCC(=O)OC(C)C)cc2oc1=O` in SKBR3 24h inh: 84

# Molecules from the list above containing bromine, in the order listed:
SMILES | SKBR3 24h inh
COc1ccc(Br)cc1-c1noc(-c2ccncc2)n1 | 80
C[C@H](NC(=O)OC(C)(C)C)c1nnc(SCC(=O)Nc2ccc(Br)cc2)o1 | 91

# Not all compounds are listed; rates above refer to the full screens.
